Screens from PubChem.
AID2073: disruptors of CaV2.2 binding to Mint1 – biochemical, HTRF (AID 2073). HTRF protein-protein interaction, Mint1-CaV2.2; higher % means a stronger effect. inhibition, % at 20 µM; hits with a dose series show IC50 in µM. 0.19% of 290,000 active; in the data active means inhibition mostly above about 51%, no sharp cut-off; inconclusive means no clear call, values can overlap the other calls; inactive means mostly below about 53%; further: some results filed as inactive read as strong as hits
GPR35 arrestin U2OS: GPR35 antagonists blocking zaprinast-driven arrestin recruitment, primary screen, imaging, U2OS, beta-arrestin-GFP, zaprinast agonist (AID 2058). inhibition, % at 10 µM, or IC50 in µM where a hit was titrated. 0.052% of 290,000 active. U2OS GPR35 beta-arrestin-GFP translocation imaging, zaprinast antagonism; higher % means a stronger effect;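 active means inhibition of at least 50% with at least 30 cells and total cytoplasm GFP at most 10,000,000; inconclusive means under 30 cells or total GFP of 10,000,000 plus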
LYP phosphatase: inhibitors of LYP phosphatase, biochemical, fluorescence intensity, uHTS (AID 1779). recombinant LYP phosphatase, fluorescence intensity; higher % means a stronger effect. one-dose inhibition, % at 11.5 µM; IC50 in µM for titrated hits. 0.054% of 290,000 active; in the data active means inhibition above about 50%;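 further: plate controls were vehicle with enzyme for no effect and no enzyme for full effect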
NTR1 agonist: NTR1-driven beta-arrestin-GFP spot formation – imaging, U2OS cells, high content, primary screen (AID 493036); agonist mode; activation, % at 20 µM; 0.17% of 330,000 active;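 active means activation at or above 40% of the spot to cytoplasm intensity ratio, with at least 20 cells analyzed; inconclusive means wells under 20 cells, flagged as cytotoxic or low count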;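 further: 0% = DMSO without peptide and 100% = 100 nM NTR1 peptide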
Target sequence (P30989 whole entry, looked up): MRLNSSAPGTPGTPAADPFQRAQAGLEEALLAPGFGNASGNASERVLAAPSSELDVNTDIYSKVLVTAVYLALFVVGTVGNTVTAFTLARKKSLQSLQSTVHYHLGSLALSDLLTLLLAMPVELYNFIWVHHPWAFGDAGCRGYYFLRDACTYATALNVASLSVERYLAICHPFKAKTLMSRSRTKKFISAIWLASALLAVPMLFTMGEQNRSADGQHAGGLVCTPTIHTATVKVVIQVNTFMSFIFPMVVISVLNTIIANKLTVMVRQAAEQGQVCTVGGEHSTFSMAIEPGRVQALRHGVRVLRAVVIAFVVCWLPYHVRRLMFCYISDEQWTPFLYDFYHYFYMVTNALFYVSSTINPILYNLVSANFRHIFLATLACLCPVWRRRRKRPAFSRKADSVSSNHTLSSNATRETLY
UTI89 phage lysis: protection from phage-mediated lysis, alamar blue read-out – E. coli UTI89, K1F phage, bacterial capsule biogenesis inhibitors (AID 488966) | inhibition, % at 100 µM, or IC50 in µM where a hit was titrated | E. coli UTI89 K1F phage lysis, alamar blue, 2 h; higher % means a stronger effect | 0.02% of 340,000 active;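 active means phage lysis inhibition, versus mean bacterial control, above a set limit; inconclusive means no clear call, values can overlap the other calls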;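 further: capsule biogenesis inhibitors block K1F phage lysis so surviving cells raise fluorescence; higher fluorescence means more inhibition of phage lysis; actives were called in the ten point dose series up to 300 µM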
Autophagy mod: autophagy modulation, high-content screen; calls only at 10 µM (by protocol); MEF GFP-LC3 puncta imaging; test concentration mostly 10 µM; 0.98% of 190,000 active;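 active means percentage of spot-positive cells more than 3 SD above its plate mean, without a fluorescence outlier flag or 80% toxicity; inconclusive means no clear call, values can overlap the other calls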;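 further: spot-positive cell cutoff set from DMSO-treated cells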
WT yeast gro inh: growth inhibition of WT yeast, mitochondrial fusion screen | mitochondrial fusion phenotypic screen, WT strain | inhibition, % at 10 µM | 2.1% of 190,000 active; in the data active means inhibition above about 58%; tested in S. cerevisiae
Dengue-2 NS5 capping: Dengue-2 NS5 methyltransferase inhibitors, primary screen, biochemical, confirmation dose response (AID 588689); 0.3% of 340,000 active; one-dose inhibition, % at 25 µM; IC50 in µM for titrated hits; Dengue-2 NS5 methyltransferase capping enzyme assay, biochemical; higher % means a stronger effect; in the data active means a potency from the dose series; inconclusive means inhibition above about 29% without an active follow-up result
RSV antiviral HEp-2: inhibition of RSV-induced cytopathic effect – HEp-2 cells, primary 10 µM value included (AID 2391); CPE inhibition, % at 10 µM, or IC50 in µM where a hit was titrated; 0.13% of 310,000 active; HEp-2 cells, RSV-induced CPE inhibition; higher % means a stronger effect; in the data active means a potency from the dose series; inconclusive means CPE inhibition mostly from about 23% at the one dose, without a potency; inactive means the rest, 99 in 100 with CPE inhibition below about 21%; further: strong numbers were not always called active
WT yeast gro inh mutant strain: also measured in WT yeast gro inh; calls as there; inhibition, %; mitochondrial fusion phenotypic screen, mutant strain inhibition
Autophagy mod cell loss 18 h: also measured in Autophagy mod; calls as there; toxicity, %; measured here: cell loss, nuclei count;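 cell loss after 18 h compound exposure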
NTR1 agonist cell count 20 µM: second read-out of NTR1 agonist, no call of its own (marks repeat the call); cell count; measured here: cell count, cytotoxicity flag
The depositor's hits bear a star; i = inactive; ? = inconclusive; · = not tested or not shown; [ ] = another dose, or the depositor's remark. Rows are unselected (roughly 2.6% active in at least one column).

SMILES	AID2073	GPR35 arrestin U2OS	LYP phosphatase	NTR1 agonist	NTR1 agonist cell count 20 µM	UTI89 phage lysis	Autophagy mod	Autophagy mod cell loss 18 h	WT yeast gro inh	WT yeast gro inh mutant strain	Dengue-2 NS5 capping	RSV antiviral HEp-2
Cc1cccc(NC(=S)N(CCN(C)C)Cc2cccs2)c1	-20.5%	-2.4%	-7.9%	-1.7	57	-0.1%	i	16.3	-0.5	9.8	-4.6%	-2.0%
O=C(CCN1CCN(Cc2ccccc2)CC1)NNC(=O)Cc1ccc(Cl)c(Cl)c1	-1.5%	-0.8%	-2.4%	-0.9	50	6.9%	i	1.5	-7.8	-5.5	-2.9%	0.7%
O=C(CC1CCCCC1)NCCCN1CCOCC1	3.1%	-5.8%	-6.4%	0.4	55	2.2%	i	-1.4	14.5	2.1	-4.0%	1.1%
CCC1CCCCN1CCCCOc1cccc(Cl)c1 (centres undefined)	0.2%	-12.4%	-7.3%	0.3	78	0.5%	·	·	·	·	-4.0%	-0.6%
Cc1cc(NC(=O)CSc2nc3c(C)cccc3cc2C#N)no1	23.9%	1.4%	2.0%	9.0	39	-0.6%	·	·	·	·	8.1%	-0.8%
O=CN1CCN(C(C(=O)NC2CCCCC2)c2cc3c(cc2[N+](=O)[O-])OCO3)CC1 (centres undefined)	21.7%	-17.0%	2.2%	3.4	54	0.4%	i	-3.5	-2.3	-10.7	3.0%	0.8%
CCOC(=O)c1ccccc1OCc1cc(/C=N/n2cncn2)ccc1OC	18.0%	-8.9%	3.6%	3.3	9	0.0%	i	6.0	-1.6	-3.9	-0.8%	3.5%
CCOC(=O)c1cccc(NC(=O)CSc2nnc(-c3ccoc3C)n2CC)c1	-8.7%	6.8%	-6.6%	0.4	58	1.5%	i	-8.8	-5.2	-36.9	-0.8%	6.2%
COc1ccccc1NC(=O)CC1C(=O)NCCN1C(=O)Nc1ccccc1 (centres undefined)	-0.5%	-3.4%	-1.0%	1.1	65	1.6%	i	-1.6	4.2	16.4	-4.1%	1.2%
CCOc1ccc(N(CC(=O)NCCc2ccc(Cl)cc2)S(=O)(=O)c2c(C)[nH]c(=O)[nH]c2=O)cc1	3.6%	-7.8%	-1.5%	0.6	55	0.1%	i	-12.0	-0.4	-16.6	11.9%	1.4%
COc1ccc(-c2noc(-c3ccc(Br)o3)n2)cc1	-1.4%	3.3%	-4.9%	-0.7	33	1.0%	·	·	·	·	3.1%	·
CCCc1nnc(NC(=O)CCC(=O)N2CCN(Cc3cc(Cl)ccc3OC)CC2)s1	40.8%	3.3%	-9.0%	2.8	50	0.1%	·	·	·	·	3.6%	3.8%
O=C(O)CCNS(=O)(=O)c1cccc(Br)c1	5.5%	10.0%	-2.9%	0.6	67	0.0%	·	·	·	·	-4.6%	0.3%
CC(C)CN1C(=O)C(=O)N(CC(=O)Nc2cc(Cl)ccc2Oc2ccccc2)C1=O	-11.1%	5.3%	5.7%	4.9	46	0.9%	i	7.8	35.3	-6.1	-7.5%	0.4%
COc1ccc(C2C(C(=O)O)c3ccccc3C(=O)N2C)cc1Br (centres undefined)	2.4%	-7.4%	0.1%	-1.4	68	-0.6%	i	-13.0	1.0	9.2	-1.6%	0.4%
COc1ccc(-c2cc3c(=O)n(CC(=O)Nc4ccc(Cl)cc4)nc(C)n3n2)cc1	12.8%	4.9%	-10.3%	-0.3	71	-0.1%	·	·	·	·	-3.7%	0.6%
O=C(CSc1cccc[n+]1[O-])Nc1cc(S(=O)(=O)N2CCOCC2)ccc1Cl	-2.9%	9.3%	-10.4%	0.3	38	3.2%	i	13.7	2.2	-11.1	-5.5%	-0.1%
CC1CCN(Cc2c(C(=O)N3CCc4ccccc4C3)nc3ccc(Cl)cn23)CC1	14.4%	-7.1%	-8.3%	1.6	48	0.2%[50 µM]	·	·	·	·	12.5%	0.0%
Cc1cc(C(=O)CS(=O)(=O)c2ccccc2)cc(C)c1O	7.1%	-14.4%	-1.2%	0.7	84	0.2%	·	·	·	·	-11.8%	1.6%
Cc1nc2ccccc2nc(C)c1=NOCc1cccc(Cl)c1	38.1%	1.8%	1.3%	1.0	83	-0.4%	i	5.0	35.0	20.7	-6.3%	3.8%
Clc1ccc(C2[C@H]3CN(Cc4ccc(-c5ccccc5)cc4)[C@H](c4ccccc4)C34CC2(c2cccnc2)C4)cn1 (some centres undefined)	-25.8%	15.6%	-1.4%	3.8	51	·	·	·	·	·	·	·
CC(=O)N1CCCc2cc(S(=O)(=O)N3CCCC(C(=O)Nc4cccc(F)c4)C3)ccc21 (centres undefined)	-5.6%	-4.0%	-8.7%	0.0	54	0.5%	·	·	·	·	-4.4%	5.5%
CCc1ccc(C(C)(O)C(CN2CCOCC2)c2ccccc2)cc1 (centres undefined)	3.7%	-2.4%	-6.2%	-1.5	64	0.9%[50 µM]	·	·	·	·	3.9%	0.2%
O=C(O)c1ccc2c(c1)-c1cc(C(=O)O)ccc1S2(=O)=O	2.5%	0.1%	-5.7%	0.1	60	0.3%	·	·	·	·	6.2%	0.4%
CC1(C)Cc2c(sc3nc(NCCN4CCOCC4)n4ncnc4c23)CO1	3.3%	16.9%	-5.7%	1.7	64	3.0%	i	10.6	-0.3	2.7	0.0%	-0.1%
O=C(CCCc1ccccc1)Nc1cccnc1Cl	0.5%	-9.1%	-7.7%	-0.3	70	1.1%	i	-4.0	-11.6	2.8	-3.0%	1.1%
CN(CC(=O)Nc1cccc(F)c1)C(=O)CCNC(=O)c1ccco1	·	·	·	0.0	64	1.6%[50 µM]	·	·	·	·	0.7%	-0.9%
CCCc1c(C(=O)Nc2ccc(F)cc2F)cnn1-c1ccccc1	-2.5%	8.0%	-5.6%	-0.3	39	0.6%	·	·	·	·	5.5%	·
Cn1cc(Cl)nc1C(O)c1ccccc1 (centres undefined)	-5.4%	-1.8%	-8.2%	5.1	70	2.5%	i	-4.2	-11.7	27.1	-4.0%	0.6%
CCn1cc(C(=O)Nc2cccc(C(=O)OC)c2)c(=O)c2ccc(C)nc21	0.4%	-9.3%	2.9%	0.7	58	0.1%	·	·	·	·	-1.4%	-0.9%
Cc1ccc2c(c1)cc(CN(Cc1cccnc1)C(=O)c1ccccc1)c1nnnn12	7.0%	-1.3%	-0.7%	0.5	35	0.4%	i	-8.8	-8.0	-13.0	-9.3%	?
COCCOc1nc2c(c(=O)n(C)c(=O)n2C)n1Cc1cccc(OC)c1	0.9%	2.7%	-1.2%	-0.4	51	-0.1%	i	6.9	0.8	14.6	3.5%	0.8%
C=CC(=O)NN(C)c1ncc(C(F)(F)F)cc1Cl	-2.1%	2.5%	-2.2%	2.0	34	-0.3%	i	-32.2	2.5	2.4	5.6%	?
CC(C)N=C(NS(=O)(=O)c1ccccc1)C(Cl)(Cl)Cl	-15.0%	3.2%	-11.3%	1.5	50	1.7%	i	39.8	47.0	-3.8	-3.6%	-0.5%
O=C(C1CC(=O)N(C2CCCC2)C1)N1CCN(c2ccc(F)cc2)CC1 (centres undefined)	·	·	·	-1.3	89	0.5%	i	6.1	7.4	-0.2	-0.7%	1.9%
CCOC(=O)c1ccc(NNC(C)=O)c([N+](=O)[O-])c1	-13.7%	1.9%	-1.6%	-1.7	59	1.4%	i	8.7	-2.6	2.7	·	3.4%
CCOC(=O)N1CCN(C(=O)CS(=O)(=O)c2cn(Cc3cccc(F)c3)c3ccccc23)CC1	3.9%	-7.0%	-8.0%	1.1	59	3.3%	i	-12.5	11.5	12.0	-3.1%	-0.7%
COc1ccc(/C=N/N2CCOCC2)cc1O	-7.8%	-2.2%	-0.2%	0.2	69	1.0%	i	-0.1	-8.2	-0.7	-2.9%	1.6%
O=S(=O)(c1ccccc1Cl)N1CCC(O)(c2cccnc2)CC1	2.9%	15.4%	-6.1%	1.7	77	0.5%	i	-9.9	3.0	-7.5	0.0%	-0.1%
Nc1nc(NC(=O)c2cccs2)nn1-c1ccccc1	-3.1%	14.2%	-6.8%	-0.2	58	1.4%	i	1.1	36.4	4.8	4.8%	0.2%

Compounds from the list above containing two or more sulfur atoms (two):
SMILES	AID2073	GPR35 arrestin U2OS	LYP phosphatase	NTR1 agonist	NTR1 agonist cell count 20 µM	UTI89 phage lysis	Autophagy mod	Autophagy mod cell loss 18 h	WT yeast gro inh	WT yeast gro inh mutant strain	Dengue-2 NS5 capping	RSV antiviral HEp-2
Cc1cccc(NC(=S)N(CCN(C)C)Cc2cccs2)c1	-20.5%	-2.4%	-7.9%	-1.7	57	-0.1%	i	16.3	-0.5	9.8	-4.6%	-2.0%
O=C(CSc1cccc[n+]1[O-])Nc1cc(S(=O)(=O)N2CCOCC2)ccc1Cl	-2.9%	9.3%	-10.4%	0.3	38	3.2%	i	13.7	2.2	-11.1	-5.5%	-0.1%

Entries from the list above with an aryl methoxy group:
SMILES	AID2073	GPR35 arrestin U2OS	LYP phosphatase	NTR1 agonist	NTR1 agonist cell count 20 µM	UTI89 phage lysis	Autophagy mod	Autophagy mod cell loss 18 h	WT yeast gro inh	WT yeast gro inh mutant strain	Dengue-2 NS5 capping	RSV antiviral HEp-2
CCOC(=O)c1ccccc1OCc1cc(/C=N/n2cncn2)ccc1OC	18.0%	-8.9%	3.6%	3.3	9	0.0%	i	6.0	-1.6	-3.9	-0.8%	3.5%
COc1ccccc1NC(=O)CC1C(=O)NCCN1C(=O)Nc1ccccc1 (centres undefined)	-0.5%	-3.4%	-1.0%	1.1	65	1.6%	i	-1.6	4.2	16.4	-4.1%	1.2%
COc1ccc(-c2noc(-c3ccc(Br)o3)n2)cc1	-1.4%	3.3%	-4.9%	-0.7	33	1.0%	·	·	·	·	3.1%	·
CCCc1nnc(NC(=O)CCC(=O)N2CCN(Cc3cc(Cl)ccc3OC)CC2)s1	40.8%	3.3%	-9.0%	2.8	50	0.1%	·	·	·	·	3.6%	3.8%
COc1ccc(C2C(C(=O)O)c3ccccc3C(=O)N2C)cc1Br (centres undefined)	2.4%	-7.4%	0.1%	-1.4	68	-0.6%	i	-13.0	1.0	9.2	-1.6%	0.4%
COc1ccc(-c2cc3c(=O)n(CC(=O)Nc4ccc(Cl)cc4)nc(C)n3n2)cc1	12.8%	4.9%	-10.3%	-0.3	71	-0.1%	·	·	·	·	-3.7%	0.6%
COCCOc1nc2c(c(=O)n(C)c(=O)n2C)n1Cc1cccc(OC)c1	0.9%	2.7%	-1.2%	-0.4	51	-0.1%	i	6.9	0.8	14.6	3.5%	0.8%
COc1ccc(/C=N/N2CCOCC2)cc1O	-7.8%	-2.2%	-0.2%	0.2	69	1.0%	i	-0.1	-8.2	-0.7	-2.9%	1.6%
